Source: PubChem
Lipid storage S3: qHTS Assay for Lipid Storage Modulators in Drosophila S3 Cells | Drosophila S3 cells, BODIPY lipid droplet fluorescence, 18-24 h; cells fed with added oleic acid | lipid storage change, negative = inhibition, % at the top dose, mostly 46.1 µM; hits show Potency in µM | 320,000 compounds, 0.64% hits | AID 2685, 2010; active = well fitted inhibition curve with a large enough effect in the signal ratio, with a control signal flat, not every such curve was filed as active; inconclusive = small, poorly fitted or top-dose-only effect, or effect the other way, or a change in a side signal; the % refers to the signal ratio
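Drosophila S3 cells got compounds at several concentrations plus oleic acid (400 uM solution). Laser-scanning cytometry with 488 nm excitation read lipid droplets at 500-530 nm and cells at 575-640 nm. Percent activity was relative to 20 uM Triacsin C.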
Lipid storage S3 cell count max: second read-out of Lipid storage S3, no call of its own (marks repeat the call); cell number change, %; measured here: cell count max response;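 cells counted by Cell Tracker Red CMTPX staining in the red channel; peak over a dose series mostly up to 46.1 µM; percent activity relative to internal control wells on each plate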
* = called active by the depositor; i = inactive; ? = inconclusive; nt = not tested or not shown; [ ] = another dose, or the depositor's remark. % is set by controls: 0 for no effect and ±100 for the full control effect; potency is the fitted concentration of half-maximal effect. These rows are one share of the data, so the mix of outcomes need not match the whole.

SMILES,Lipid storage S3,Lipid storage S3 cell count max
NS(=O)(=O)c1ccc(CCNC(=O)CSc2ccc(Cl)cc2Cl)cc1,18%,12
Cc1coc2c1c(C)cc1oc(=O)c(CC(=O)NCC(=O)N[C@H](C(=O)O)C(C)C)c(C)c12,12%,3
CCOC(=O)c1ccc(NC(=O)NC(C)C2CCCO2)cc1 (centres undefined),?,nt
Cn1cc(C(=O)NCCN2CCN(c3cccc(Cl)c3)CC2)c2c3ccccc3n(C)c2c1=O,i,-5
CN(C)S(=O)(=O)c1cc(NC(=O)CNCCN2CCOCC2)ccc1Cl,?,nt
CC(C)COc1ccc(CN=C(N)N=C(N)N)cc1Cl,5%,1
CC(C)c1ccc2c(c1)C1(NN=C(c3ccccc3)S1)C(=O)N2 (centres undefined),?,nt
Cc1cc(C)c(NC(=O)COC(=O)CCc2ccc(S(=O)(=O)N3CCCCC3)cc2)c(C)c1,8%,-1
CCOC(=O)c1c(NC(=O)CSc2nnc(Cc3ccccc3)o2)sc(C(C)=O)c1C,?,nt
O=C(O)C1(P(=O)(c2ccc(Cl)cc2)c2ccc(Cl)cc2)CCCC1,?,nt
C=CCSc1nc2c(c(=O)[nH]c(=O)n2C)n1Cc1ccc(C)cc1,9%,-3
Cc1ccc(NC(=S)N(CCCN2CCCC2)Cc2cccn2Cc2ccc(Cl)cc2)cc1C,-13%,13
Cc1cc(=O)oc2c(C)c(OCC(=O)N3CCN(c4ccccc4)CC3)ccc12,26%,23
Nc1ccc(CN2CCCCCC2)cc1,3%,2
COC(=O)c1ccc(NC(=O)CN2C(=O)CSC2=O)cc1,i,-16
COC(=O)c1ccc(SC2CCCCC2)c([N+](=O)[O-])c1,-4%,-4
Fc1cccc(Cl)c1Cn1nnc2c(NCc3ccncc3)ncnc21,-15%,-12
Cc1c(Br)c([N+](=O)[O-])nn1CC(=O)Nc1ccc(CC#N)cc1,?,nt
COc1ccc(CN2CCc3c([nH]c4ccccc34)C2)c(OC)c1C,-10%,-6
CCOc1ccc(C2C(C(N)=O)=C(C)Nc3ncnn32)cc1OC (centres undefined),3%,5

Entries listed so far with an aryl methoxy group (two):
SMILES,Lipid storage S3,Lipid storage S3 cell count max
COc1ccc(CN2CCc3c([nH]c4ccccc34)C2)c(OC)c1C,-10%,-6
CCOc1ccc(C2C(C(N)=O)=C(C)Nc3ncnn32)cc1OC (centres undefined),3%,5

(listing goes on)
SMILES,Lipid storage S3,Lipid storage S3 cell count max
Cc1cccc(Oc2nc(-c3ccccc3)cc(C)c2S(C)(=O)=O)c1C,?,nt
COc1cccc(NS(=O)(=O)c2ccc3c(c2)n(C)c(=O)c(=O)n3C)c1,?,nt
CCOC(=O)Cc1ncccc1C(=O)Nc1ccc(OC(F)(F)F)cc1,?,nt
COc1cc2ncc(S(=O)(=O)c3ccccc3)c(N3CCC4(CC3)OCCO4)c2cc1OC,-7%,-19
Cn1ncc(Br)c1C(=O)N1CCCCCC1,?,nt
Cc1cc(/C=C(\C#N)C(=O)OCC(=O)NC(=O)NC(C)(C)C)c(C)n1CCC(C)C,?,nt
FC(F)(F)c1nc(=S)c2ccccc2[nH]1,?,nt
NNC(=O)COc1cccc(C(F)(F)F)c1,i,nt
N/C(=N\OC(=O)COc1ccc2ccccc2c1Br)c1ccccn1,16%,15
O=C(CC1S/C(=N/N=C/c2cccs2)NC1=O)Nc1ccc(Cl)cc1 (centres undefined),4%,2
O=C(Nc1cccnc1)c1cc(S(=O)(=O)N2CCOCC2)ccc1Br,?,nt
CC(=O)Nc1cccc(C2=CC(c3ccco3)n3ncnc3N2)c1 (centres undefined),?,nt
Cc1cccc(Nc2nc(-c3ccccn3)cs2)n1,?,nt
CCn1c(C(C#N)/C(=N\S(=O)(=O)c2cccs2)c2ccccc2)nc2ccccc21 (centres undefined),12%,-9
Cc1cccc(NC(=O)c2c(O)c3ccccc3n(C)c2=O)c1,6%,1
COc1cc([N+](=O)[O-])cc(/C=N/NC(=O)Cn2nc(C)cc2C)c1O,22%,6
Cc1ccc(C)c2sc(NC(=O)c3ccc(N4CCCCC4)c([N+](=O)[O-])c3)nc12,-10%,-20
CC(=O)Oc1ccc(/C=N/NS(=O)(=O)c2ccccc2)cc1,-23%,4
CN1CC=C2C(C#N)=C(N)C(C#N)(C#N)C(CCc3ccccc3)C2C1 (centres undefined),?,nt
O=S(=O)(c1ccc(Cl)cc1)N1CCN(C(=S)NCC2CCCO2)CC1 (centres undefined),?,nt
O=C(CSc1nnc(NC(=O)c2ccc(F)cc2F)s1)NC1CC1,?,nt
O=C(OCC(=O)N1CCCCCC1)c1ccc(Cl)c(S(=O)(=O)N2CCCC2)c1,?,nt
Cc1nnsc1S(=O)(=O)Cc1ccccc1Cl,?,nt
CC[C@H]1OC(=O)[C@H](C)[C@@H](O[C@H]2C[C@@](C)(OC)[C@@H](O)[C@H](C)O2)[C@H](C)[C@@H](O[C@@H]2O[C@H](C)C[C@H](N(C)C)[C@H]2O)[C@](C)(OC)C[C@@H](C)C(=O)[C@H](C)[C@@H](O)[C@]1(C)O,-8%,-3
COc1ccc(N2C(=O)C3C(c4ccc(OC)cc4O)NC(Cc4ccccc4)(C(=O)O)C3C2=O)cc1 (centres undefined),-17%,-6
CC(C)NC(=O)NC(=O)CSc1nnc(-c2ccccc2F)n1N,?,nt
COc1ccc(COc2cccc(C=O)c2)cc1,56%,16
CCC(O)c1nc2ccccc2n1CCc1ccccc1 (centres undefined),?,nt
CCNS(=O)(=O)c1ccc(CCC(=O)NCc2ccncc2)cc1,?,nt
CN(CCO)c1cc(NCCCN2CCC(Cc3ccccc3)CC2)c2nonc2c1[N+](=O)[O-],3%,28

Shown with the structure last: two of the compounds above.
Lipid storage S3 | Lipid storage S3 cell count max | Compound
? | nt | CC(C)NC(=O)NC(=O)CSc1nnc(-c2ccccc2F)n1N
56% | 16 | COc1ccc(COc2cccc(C=O)c2)cc1

Rewritten with two lines to a compound: part of the list above
Results follow in this order: Lipid storage S3 | Lipid storage S3 cell count max
O=C(OCC(=O)N1CCCCCC1)c1ccc(Cl)c(S(=O)(=O)N2CCCC2)c1
 : ? | nt
CC[C@H]1OC(=O)[C@H](C)[C@@H](O[C@H]2C[C@@](C)(OC)[C@@H](O)[C@H](C)O2)[C@H](C)[C@@H](O[C@@H]2O[C@H](C)C[C@H](N(C)C)[C@H]2O)[C@](C)(OC)C[C@@H](C)C(=O)[C@H](C)[C@@H](O)[C@]1(C)O
 : -8% | -3

The listing continues.
SMILES,Lipid storage S3,Lipid storage S3 cell count max
O=C(c1ccc(-c2ccc([N+](=O)[O-])cc2)o1)N1CCCC(C(F)(F)F)C1 (centres undefined),?,nt
CC(C)N1C(=S)SC(C)(C)C1n1oc(=O)n(-c2cccc(Cl)c2)c1=O (centres undefined),-1%,15
NC(=S)Cc1ccccc1Cl,?,nt
CCC(=O)Oc1ccc2c(c1)OC1(OC(C)=O)OC(C)CC1=C2C (centres undefined),7%,3
COCCNC(=O)c1csc(Nc2cccc3ccccc23)n1,?,nt
Cn1c(SCC(=O)Nc2ccc(N3CCOCC3)cc2)nnc1C(F)(F)F,?,nt
Cc1ccc(S(=O)(=O)Nc2cc(Cl)c(O)cc2C)cc1,8%,9
COc1ccc(S(=O)(=O)NCc2ccccn2)c(Cl)c1Cl,-2%,9
O=C(CNC(=O)c1ccccc1)NC1(C(=O)NC2CCCCC2)CCCCC1,i,nt
Cc1nc2cc(NC(=O)c3ccc([N+](=O)[O-])s3)ccc2s1,?,nt
COc1ccc(S(=O)(=O)N(CC(=O)NCc2ccco2)c2ccccc2)cc1,i,nt
COc1ccc(CCNC(=O)CC2COc3ccccc3O2)cc1OC (centres undefined),19%,5
O=S(=O)(Nc1ccc(S(=O)(=O)N2CCCCCC2)cc1)c1cccs1,?,nt
COCCNC(=O)Cn1nc(C)c2ccccc2c1=O,?,nt
CCOC(=O)c1c(C)[nH]c2cc(Br)c(OC)cc12,?,nt
Nc1nnn(CC(=O)N/N=C/c2ccccc2Cl)n1,-7%,8
Cc1ccc(C(c2nnnn2C(C)(C)C)N2CCC(C)CC2)cc1 (centres undefined),-8%,-1
O=C(N/N=C/c1ccco1)c1cc(-c2cccc(Br)c2)nc2ccccc12,?,nt
Cc1nc(NC(=O)c2c(-c3ccccc3Cl)noc2C)sc1C,?,nt
CCSc1nnc(-c2cccnc2)n1-c1ccc(Cl)c(C)c1,?,nt
CC12CCC(C(=O)NNC(=O)c3ccc(F)cc3)(OC1=O)C2(C)C (centres undefined),i,-24
Cc1ccc2[nH]c(=O)c(CN(c3cccc(C)c3C)S(=O)(=O)c3ccccc3)cc2c1,?,nt
CCn1c(=O)[nH]c(=O)c2c(N)c(C(=O)c3cc(F)ccc3F)sc21,?,nt
Cc1cccc(N2C(=O)c3cccc4c(N5CCCCC5)c([N+](=O)[O-])cc(c34)C2=O)c1C,-2%,0
O=C(Nc1ccccc1N1CCCCC1)c1cc(S(=O)(=O)N2CCOCC2)ccc1Cl,-24%[0.0737 µM],nt
COc1ccc(/C=C(\C#N)C(=O)OCC(=O)Nc2c(C)cccc2C)cc1,?,nt
Cc1ccc(S(=O)(=O)N2CCN(C(=O)c3ccc([N+](=O)[O-])cc3)C2)cc1,5%,10
Cc1cc2c(cc1C)N(C(=O)CSc1nncn1C)C(C)(C)c1ssc(=S)c1-2,-2%,11
CCSc1nnc(-c2ccccc2NC(=O)CC)c(=O)[nH]1,-5%,6
CCC(CO)NCc1sccc1C (centres undefined),9%,18
Cc1cc(-c2ccc(S(=O)(=O)N(C)Cc3ccccc3)cc2)on1,i,-10
CCCNC(=O)CCn1c(-c2ccc(C)cc2)cc(C(=O)OCC)c1C,?,nt
O=C(NC1CCCN(c2ccc(C(F)(F)F)cn2)C1)c1ccnc(Cl)c1 (centres undefined),-12%,nt
Nc1nc(NCc2ccco2)nc(N2CCCC2)c1[N+](=O)[O-],?,nt
COc1cccc2c1Oc1ncccc1N(C(=O)CCC(=O)NCc1ccccc1)C2,i,20
O=C(NCc1ccccc1)N1CCC(n2cnc3cc(F)ccc32)CC1,?,nt
Cc1ccc(OCC(=O)N/N=C\c2ccco2)c(C)c1,11%,-13
CC(C)CC(=O)N1CCN(CC2CC=CCC2)CC1 (centres undefined),8%,17
CCOC(=O)c1sc(NC(=O)Cc2c(F)cccc2Cl)nc1C,1%,-7
CC(C)[C@H]1CN=C2N(C[C@H](C)NC(=O)CCC3CCCCC3)[C@H](Cc3ccc(O)cc3)CN21,-1%,-11
Cc1cc(S(=O)(=O)N2CCc3ccccc3C2)ccc1F,21%,10
Cc1nc2ccccc2c2oc(C(=O)N3CC(C)CC(C)C3)cc12 (centres undefined),6%,-9
CC1CN(C(=O)c2cccs2)CC(C)O1 (centres undefined),10%,13
Cc1nn(-c2ccccc2)c(Cl)c1/C=N/NC(=O)OC(C)(C)C,8%,8
O=C(NCCCCc1ccccc1)c1ccc(Br)o1,?,nt
CCCCNC(=O)c1cc(C)nn1-c1ccccc1,16%,49
COC(=O)c1ccc(NC(=O)CSc2nncn2C)cc1,16%,11
Cc1ccc(C)c2[nH]c(=O)c(CCNC(=O)Cc3cccs3)cc12,16%,18
COc1ccc(NC(=O)CCCNC(=O)c2ccc(Cl)cc2)cc1OC,4%,-7
C=COCCNC(=O)Nc1ccc(Cl)c(Cl)c1,-15%,-20

Carrying on:
SMILES,Lipid storage S3,Lipid storage S3 cell count max
CCOC(=O)C1CCCN(C(=O)CNC(=O)c2nn(-c3ccc(OC)c(Cl)c3)c(=O)c3ccccc23)C1 (centres undefined),i,-5
CC12CCC(=O)N1C(C(=O)Nc1ccc(SC(F)F)cc1)CS2 (centres undefined),?,nt
O=C(c1ccc(N2CCCCC2)c([N+](=O)[O-])c1)N1CCOCC1,-12%,-2
Cc1cc(Cl)c(S(=O)(=O)N2CCCC2)cc1OCC(=O)NC1CCCCC1,?,nt
Cc1cc(=O)[nH]c(N/N=C/c2ccc(O)c(O)c2)n1,?,nt
COCCn1c(=S)[nH]c2cc(C(=O)N3CCc4ccccc4C3)ccc2c1=O,4%,6
CCCOc1cccc(C(=O)N(Cc2ccco2)C2CCS(=O)(=O)C2)c1 (centres undefined),0%,-9
COC(=O)c1cn[nH]c1NC(=S)Nc1ccc(Cl)c(Cl)c1,0%,9
CCOC(=O)c1c(N)nn(C(=O)c2ccccc2)c1-c1ccccc1,-5%,-5
Cc1cc(C)cc(NC(=O)CC2NCCNC2=O)c1 (centres undefined),?,nt
CCOC(=O)N1CCN(C(=O)CCN2C(=O)COc3ccc(C)cc32)CC1,?,nt
NC(=O)c1ccsc1NC(=O)C1CCCN1S(=O)(=O)c1ccc(Cl)cc1 (centres undefined),-4%,12
CS(=O)(=O)n1nc(C(=O)N2CCOCC2)nc1N,?,nt
CC(=O)C(=Cc1ccc(O)cc1)C(C)=O,-2%,-8
C/C(=N\NC(=O)c1ccc(NS(=O)(=O)c2cccs2)cc1)c1ccncc1,0%,9
